LGR2 inh – blocks bursicon-induced cAMP signaling via Drosophila LGR2; inhibition, % at 9.99 µM; AID 720647; 0.35% of 380,000 active; HEK293 LGR2, CRE-luciferase, bursicon-stimulated, 4 h;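 active means drop in luminescence signal, shown as inhibition above about 50% in the replicate tests, limit read from the data, passing the limit was not always enough; inconclusive means probably only some replicates passing the limit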;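 further: agonist challenge used bursicon conditioned medium at about half maximal strength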
S100A4 inh HTS – blocks human S100A4 binding to myosin IIA peptide; 0.14% of 360,000 active; S100A4/TAMRA-MyoIIA peptide fluorescence polarization; P26447; inhibition, % at 10.7 µM;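 active means mean inhibition of at least 70% across replicates, with every replicate also reaching that level; inconclusive means mean inhibition reaches 70% but some replicates fall short; inactive means mean inhibition below 70%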
Target sequence (P26447 whole entry, looked up): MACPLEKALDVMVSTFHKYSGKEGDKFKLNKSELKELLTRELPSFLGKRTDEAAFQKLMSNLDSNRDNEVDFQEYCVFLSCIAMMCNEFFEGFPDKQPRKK
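Material: human S100A4 monomer with TAMRA-labelled myosin IIA peptide; buffer or medium: HEPES pH 7.2 with CaCl2, KCl, NaCl, DTT, Triton; compound dosing: one concentration per compound; schedule: 5 min incubation before reading; benchmarks: neutral control DMSO, positive control TFP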
PAX8 reporter – inhibitors of PAX8 transcriptional activity in RMG-I cells; RMG-I TPO-luciferase reporter, SteadyGlo, 24 h; inhibition, % at 12.6 µM; 1.2% of 360,000 active; AID 652154;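 active means mean replicate inhibition at least 60% with every replicate also reaching 60%; inconclusive means only one of the two criteria is met; inactive means mean below 60% and not all replicates reaching 60%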;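 further: luciferase light reporting Pax8 driven TPO promoter activity; plate controls were median of neutral control wells for no effect and mitoxantrone controls for full effect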
FN deposition inh – fibronectin deposition inhibition | AH1F fibroblasts, Alexa488-fibronectin deposition fluorescence, overnight | inhibition, % at 12.6 µM | 0.086% of 350,000 active;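 active means mean inhibition across replicates of 30% or more, regardless of how many single replicates reach that level; inconclusive means mean under 30% yet at least half of replicates reach 30%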;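 further: positive control wells lacked labelled fibronectin entirely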
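Test system: AH1F fibroblast monolayer depositing Alexa488-labelled fibronectin into matrix. Input: 10000 cells per well. Technique: fluorescence, ex 485 nm, em 525 nm. Buffer or medium: DMEM plus 2% serum, read in PBS. Timing: 1 h cell adhesion before compound, then overnight fibronectin incubation. Compound: single dose, pinned. Read-out basis: inhibition from reduced deposited-fibronectin fluorescence.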
PglD inh – blocks C. jejuni PglD acetyltransferase activity | purified PglD enzyme, DTNB colorimetric CoA detection | inhibition, % at 12.5 µM | 0.098% of 360,000 active | AID 602405; in the data active means inhibition above about 16%, passing the limit was not always enough; inconclusive means no clear call, values can overlap the other calls; further: strong numbers were not always called active
EWS-Fli inh – EWS/Fli transcriptional activity inhibition; 0.67% of 350,000 active; inhibition, % at 12.6 µM; AID 651661; A673 NR0B1-luciferase reporter, viability-normalised;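 active means mean inhibition of at least 50% after viability correction, with every replicate also passing that limit; inconclusive means mean reaches 50% but only one of two replicates passes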;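 further: firefly luciferase signal divided by Alamar Blue viability fluorescence both relative to DMSO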
ERAP1 HTS inh – inhibitors of human ERAP1 aminopeptidase; 0.15% of 340,000 active; recombinant ERAP1, Leu-AMC fluorescence, 60 min; AID 652197; inhibition, % at 10.7 µM;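 active means mean replicate inhibition of at least 30%, or all replicates individually reaching that 30% level; inactive means mean below 30% and not every replicate reaching it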;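 further: 0% = neutral control wells and 100% = L-leucinethiol positive control wells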
Target sequence (Q9NZ08 whole entry, looked up): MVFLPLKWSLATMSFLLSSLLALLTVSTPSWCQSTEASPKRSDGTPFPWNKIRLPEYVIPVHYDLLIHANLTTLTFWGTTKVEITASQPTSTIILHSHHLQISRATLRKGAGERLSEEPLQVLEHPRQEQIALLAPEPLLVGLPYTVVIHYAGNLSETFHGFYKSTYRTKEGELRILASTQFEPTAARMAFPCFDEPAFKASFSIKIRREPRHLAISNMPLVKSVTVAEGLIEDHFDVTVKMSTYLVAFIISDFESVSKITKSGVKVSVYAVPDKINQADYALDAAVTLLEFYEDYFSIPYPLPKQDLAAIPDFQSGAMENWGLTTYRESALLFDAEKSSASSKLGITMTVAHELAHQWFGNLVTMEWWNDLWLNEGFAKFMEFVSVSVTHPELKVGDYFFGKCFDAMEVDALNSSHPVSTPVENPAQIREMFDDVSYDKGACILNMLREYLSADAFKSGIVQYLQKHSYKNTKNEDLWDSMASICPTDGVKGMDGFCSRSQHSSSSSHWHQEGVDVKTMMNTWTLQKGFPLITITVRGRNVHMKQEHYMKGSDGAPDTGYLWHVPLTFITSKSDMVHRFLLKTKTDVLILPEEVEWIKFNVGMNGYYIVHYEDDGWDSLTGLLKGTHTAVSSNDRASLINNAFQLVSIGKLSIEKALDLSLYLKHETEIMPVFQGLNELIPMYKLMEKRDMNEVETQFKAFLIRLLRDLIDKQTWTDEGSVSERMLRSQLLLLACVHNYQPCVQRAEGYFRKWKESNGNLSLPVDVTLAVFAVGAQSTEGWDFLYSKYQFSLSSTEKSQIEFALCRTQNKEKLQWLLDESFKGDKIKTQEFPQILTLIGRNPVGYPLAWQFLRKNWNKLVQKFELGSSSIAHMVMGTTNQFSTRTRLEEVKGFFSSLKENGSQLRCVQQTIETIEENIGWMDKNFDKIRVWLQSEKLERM
PGC1a acetyl inh – modulators of PGC1a acetylation; 0.17% of 350,000 active; inhibition, % at 15.6 µM; U2OS PGC1a acetylation, AlphaScreen anti-acetyl-lysine; with virally co-expressed GCN5 acetyltransferase;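 active means every replicate shows inhibition of at least 40%; inconclusive means mean inhibition at least 40% but some replicate below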;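 further: 0% = neutral control wells and 100% = positive control wells; some results beyond the cut were filed as inactive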
* hit, by the source's call. Compounds were not picked by outcome; any-hit rate near 2.1%.

COC(=O)c1ccc(COc2ncnc3sccc23)cc1 was read as LGR2 inh 2, S100A4 inh HTS -5, PAX8 reporter 5, FN deposition inh 11, PglD inh -5 and EWS-Fli inh -1.
CCc1ccc2c(c1)NC(=O)C2(C)Cc1ccc(Cl)s1 (stereo not given) was read as S100A4 inh HTS -1, PAX8 reporter -1, FN deposition inh 2, PglD inh 2, EWS-Fli inh 3, ERAP1 HTS inh 1 and PGC1a acetyl inh -27.
COc1ccc(C(N)c2csc(Nc3ncccn3)n2)cc1 (stereo not given) was read as LGR2 inh 7, S100A4 inh HTS -2, PAX8 reporter 3, FN deposition inh 4, PglD inh 4, EWS-Fli inh -3, ERAP1 HTS inh -7 and PGC1a acetyl inh -1.
For Nc1nc2ncccn2c1-c1ccc(F)cc1 the results were LGR2 inh 10, S100A4 inh HTS -6, PAX8 reporter -10, FN deposition inh -1 and EWS-Fli inh 6.
Screening COc1cccc(NC(=O)Nc2cc(C(=O)NCC3CCCO3)ccc2N2CC3CC(C2)c2cccc(=O)n2C3)c1 (stereo not given) returned LGR2 inh -8, S100A4 inh HTS 28, PAX8 reporter 4, FN deposition inh -5, PglD inh -1, ERAP1 HTS inh -1 and PGC1a acetyl inh 5.
For C[C@H](CO)N1C[C@H](C)[C@H](CN(C)C)Oc2ncc(C#CC(C)(C)O)cc2C1=O the results were LGR2 inh 6, S100A4 inh HTS 49, FN deposition inh -2, PglD inh -5, EWS-Fli inh -11, ERAP1 HTS inh 3 and PGC1a acetyl inh 3.
Screening COc1ccccc1N1CCN(CCC(=O)Nc2ccc(F)cc2)CC1 returned LGR2 inh 0, S100A4 inh HTS -1, PAX8 reporter 16, FN deposition inh 4, PglD inh 3, EWS-Fli inh 10, ERAP1 HTS inh 1 and PGC1a acetyl inh 16.
Screening COc1ccc(NC(=O)C2=CC(c3cccs3)=NS(=O)(=O)N2C)cc1 returned LGR2 inh -17, S100A4 inh HTS 3, PAX8 reporter 25, FN deposition inh -4, PglD inh -4, EWS-Fli inh 1, ERAP1 HTS inh -1 and PGC1a acetyl inh 6.
For CCOc1ccccc1N=NC1C(=O)N(C(N)=S)N=C1C (stereo not given) the results were LGR2 inh 6, S100A4 inh HTS 0, PAX8 reporter 0, FN deposition inh 0, PglD inh -11, EWS-Fli inh 18, ERAP1 HTS inh -2 and PGC1a acetyl inh 11.
COc1ccc(CN2CCN(S(=O)(=O)c3ccc(NC(C)=O)cc3)CC2)c(OC)c1OC was read as LGR2 inh 33, S100A4 inh HTS -1, PAX8 reporter -2, FN deposition inh -4, EWS-Fli inh 13 and ERAP1 HTS inh -1.
Screening CC(/C=N/NC(=O)c1ccccc1F)=C\c1ccccc1 returned LGR2 inh -105, S100A4 inh HTS -10, PAX8 reporter -177, PglD inh 1, ERAP1 HTS inh 0 and PGC1a acetyl inh -1.
Screening O=C(CN1C(=O)NC2(CCCC2)C1=O)N1CCN(c2ccccc2Cl)CC1 returned LGR2 inh -1, S100A4 inh HTS -5, PAX8 reporter -40, FN deposition inh 3, PglD inh 1, EWS-Fli inh -41, ERAP1 HTS inh -1 and PGC1a acetyl inh -7.
CCc1nc2ccc(C(=O)NCCN3CCOCC3)cn2c1N(CC)CCOC was read as LGR2 inh 0, S100A4 inh HTS -1, PAX8 reporter -10, FN deposition inh 5, PglD inh 6, EWS-Fli inh 1 and ERAP1 HTS inh -2.
Screening Cc1cc(OCC(O)CNC(C)(C)C)ccc1Cl (stereo not given) returned LGR2 inh 5, S100A4 inh HTS -2, PAX8 reporter -6, FN deposition inh -5, EWS-Fli inh 5, ERAP1 HTS inh 1 and PGC1a acetyl inh -2.
`O=C(C1CCC1)N1C[C@@H]2N[C@H](C1)C2c1ccc(-c2cncnc2)cc1` (stereo not given in full) gave LGR2 inh 8, S100A4 inh HTS -112, PAX8 reporter 8, FN deposition inh -6, EWS-Fli inh 1, ERAP1 HTS inh -6 and PGC1a acetyl inh 2.
`C[C@H]1CCCCO[C@H](CN(C)S(=O)(=O)c2cccs2)[C@@H](C)CN([C@@H](C)CO)C(=O)c2cc(NS(C)(=O)=O)ccc2O1` gave LGR2 inh 5, S100A4 inh HTS -10, PAX8 reporter 5, PglD inh 5, EWS-Fli inh -3, ERAP1 HTS inh -5 and PGC1a acetyl inh 7.
Screening O=C(Nc1ccnn1C1CCN(Cc2ccccc2)CC1)c1ccccc1Cl returned LGR2 inh 1, S100A4 inh HTS 2, PAX8 reporter 9, PglD inh 4, EWS-Fli inh 3 and ERAP1 HTS inh -5.
Screening O=C1OC(c2ccc(O)cc2)(c2ccccc2O)c2ccccc21 (stereo not given) returned LGR2 inh 6, S100A4 inh HTS -1, PAX8 reporter -5, FN deposition inh 1, PglD inh 1, EWS-Fli inh 8, ERAP1 HTS inh -5 and PGC1a acetyl inh 7.
For O=C(c1ccccc1)N1CC2(C1)[C@@H](c1ccccc1)[C@@H](CO)N2C(=O)CC1CC1 the results were LGR2 inh -3, S100A4 inh HTS -2, ERAP1 HTS inh 1 and PGC1a acetyl inh 0.
For NC(=O)c1ccc(-c2csnn2)cc1 the results were S100A4 inh HTS 33, PAX8 reporter 4, FN deposition inh 3, PglD inh 12, EWS-Fli inh 16, ERAP1 HTS inh 2 and PGC1a acetyl inh 3.
Screening Cn1c(CC(=O)Nc2ccc(F)cc2)nnc1SCC(=O)NC1CCCCC1 returned LGR2 inh -3, S100A4 inh HTS -4, PAX8 reporter -4, FN deposition inh 10, PglD inh 2, EWS-Fli inh -12, ERAP1 HTS inh -4 and PGC1a acetyl inh 15.
`Cc1onc(-c2ccccc2Cl)c1C(=O)Nc1cccnc1` gave LGR2 inh 2, FN deposition inh 6, PglD inh 2 and PGC1a acetyl inh 7.
N#Cc1ccccc1OCC(=O)NNC(=O)CNC(=O)c1ccc(Br)o1 was read as LGR2 inh 21, S100A4 inh HTS 7, PAX8 reporter 13, FN deposition inh -7, PglD inh -3, EWS-Fli inh 6, ERAP1 HTS inh 1 and PGC1a acetyl inh -2.
For O=[N+]([O-])c1cccnc1N1CCN(c2ccc(F)cc2)CC1 the results were LGR2 inh 2, S100A4 inh HTS 1, PAX8 reporter -18, FN deposition inh -4, EWS-Fli inh -26, ERAP1 HTS inh 6 and PGC1a acetyl inh -3.
Screening COc1ccc(OC)c(NC(=O)CSc2nnc(Cc3cccn3C)n2-c2ccc(F)cc2)c1 returned LGR2 inh -7, S100A4 inh HTS -4, PAX8 reporter 11, FN deposition inh 14, PglD inh -4, EWS-Fli inh 2 and ERAP1 HTS inh 0.
`Cc1ccc(-c2cc(C(=O)NCC3CCCO3)c3ccccc3n2)cc1C` (stereo not given) gave LGR2 inh -12, S100A4 inh HTS -3, PAX8 reporter 1, FN deposition inh 1, EWS-Fli inh 11, ERAP1 HTS inh 3 and PGC1a acetyl inh inconclusive.
For C[C@@H]1CN([C@H](C)CO)S(=O)(=O)c2ccc(C#C[C@@H](C)O)cc2O[C@H]1CN(C)C(=O)CC1CC1 the results were LGR2 inh -13, S100A4 inh HTS -14, FN deposition inh -3, PglD inh -1, EWS-Fli inh 0, ERAP1 HTS inh 0 and PGC1a acetyl inh 23.
`Cc1cc(C(=O)N2CCC2(C)C(=O)Nc2cccc3c2CCCC3)nn1C` (stereo not given) gave LGR2 inh 5, S100A4 inh HTS -2, PAX8 reporter 1, FN deposition inh -4, PglD inh -3, EWS-Fli inh 6 and ERAP1 HTS inh 0.
Cc1nn(C)c(C(=O)NC(=S)Nc2ccc([N+](=O)[O-])cc2)c1Cl was read as LGR2 inh -11, S100A4 inh HTS 32, PAX8 reporter -18, FN deposition inh -3, PglD inh 3 and ERAP1 HTS inh 0.
COCC(=O)Nc1ccc2c(c1)C(=O)N(C)C[C@@H](OC)[C@H](C)CN(Cc1cccc(F)c1)[C@@H](C)CO2 was read as LGR2 inh 15, S100A4 inh HTS -8, PAX8 reporter 6, FN deposition inh -1, PglD inh -1, EWS-Fli inh 5, ERAP1 HTS inh 1 and PGC1a acetyl inh 0.
`O=C(NC1CCCCC1)c1cccc(Cn2cc(Cl)cn2)c1` gave PAX8 reporter 1, FN deposition inh -12, PglD inh -5 and PGC1a acetyl inh 7.
`O=C(NC1CCCCC1)C1CCCN1C(=O)Nc1ccccc1` (stereo not given) gave LGR2 inh -16, S100A4 inh HTS 3, PAX8 reporter -8, FN deposition inh 2, PglD inh -1, EWS-Fli inh 11, ERAP1 HTS inh -2 and PGC1a acetyl inh -2.
CC1(C)CC(=O)C=C(NCCc2c[nH]c3ccccc23)C1 was read as LGR2 inh 6, S100A4 inh HTS -4, PAX8 reporter 20, FN deposition inh 0, PglD inh -3, EWS-Fli inh -8 and PGC1a acetyl inh 7.
`COC(CNC(=O)c1c[nH]c2ccc(S(=O)(=O)N3CCOCC3)cc2c1=O)OC` gave LGR2 inh 7, S100A4 inh HTS 0, PAX8 reporter 8, FN deposition inh 2, PglD inh 2, EWS-Fli inh 0, ERAP1 HTS inh -1 and PGC1a acetyl inh -2.
`Cc1ccc(-c2nc3c4ccccc4ccn3c2Cc2cccc(Cl)c2)cc1` gave LGR2 inh -8, S100A4 inh HTS -4, PAX8 reporter -8, FN deposition inh 1, EWS-Fli inh 3 and ERAP1 HTS inh 1.
Screening O=C1CCC(c2ccccc2)N1C(=O)c1cccnc1 (stereo not given) returned LGR2 inh -2, S100A4 inh HTS -3, PglD inh 1, EWS-Fli inh 4, ERAP1 HTS inh 1 and PGC1a acetyl inh -2.
`O=C(C1CC1)N1N=C2CCCCC2C1(O)C(F)(F)F` (stereo not given) gave LGR2 inh -35, S100A4 inh HTS -9, PAX8 reporter -6, FN deposition inh -5, PglD inh -4, EWS-Fli inh 5 and ERAP1 HTS inh -1.
For CCC(=O)N1CC(=O)N2[C@H](CO)[C@@H](c3ccc(C#Cc4cccc(OC)c4)cc3)[C@@H]2C1 the results were LGR2 inh -11, S100A4 inh HTS 5, PAX8 reporter -16, EWS-Fli inh -6 and PGC1a acetyl inh 8.
COc1cccc(NC(=O)C[C@H]2CC[C@@H]3[C@H](COc4ccc(NC(=O)C5CCOCC5)cc4C(=O)N3C)O2)c1 was read as LGR2 inh 9, S100A4 inh HTS -11, PAX8 reporter 4, FN deposition inh -9, PglD inh -3, EWS-Fli inh -23, ERAP1 HTS inh -2 and PGC1a acetyl inh 1.
`O=C1c2ccccc2C(=O)c2c1cccc2N(CCO)CCO` gave LGR2 inh -13, S100A4 inh HTS -7, PAX8 reporter -8, FN deposition inh -3, PglD inh -2, EWS-Fli inh -27, ERAP1 HTS inh 1 and PGC1a acetyl inh 9.
For Cc1ccccc1N1C(=O)Cc2ccccc2C1=O the results were LGR2 inh 8, S100A4 inh HTS -1, PAX8 reporter -31, FN deposition inh -3, PglD inh 5, EWS-Fli inh 11, ERAP1 HTS inh 4 and PGC1a acetyl inh -4.

Structural class, the entries above containing a nitro group on carbon (2)
For O=[N+]([O-])c1cccnc1N1CCN(c2ccc(F)cc2)CC1 the results were LGR2 inh 2, S100A4 inh HTS 1, PAX8 reporter -18, FN deposition inh -4, EWS-Fli inh -26, ERAP1 HTS inh 6 and PGC1a acetyl inh -3.
Cc1nn(C)c(C(=O)NC(=S)Nc2ccc([N+](=O)[O-])cc2)c1Cl was read as LGR2 inh -11, S100A4 inh HTS 32, PAX8 reporter -18, FN deposition inh -3, PglD inh 3 and ERAP1 HTS inh 0.
